# PKA-R2B activ – PKA-R2B complex activation. activation, % at 11.4 µM. PKA-R2B holoenzyme dissociation, Cy5-IP20 fluorescence polarization; R2B truncated from residue 108, S112A mutant; 0% DMSO only, 100% 113 µM cGMP. AID 504700. 340,000 tested, 0.079% active;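 active = activation above a cutoff set at the mean over all compounds plus 3 SD, cut at about 18% in these data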;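 also: higher means more holoenzyme dissociation and a rise in polarization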
# Target sequence (P31323 whole entry, looked up, other chains not shown, the tested form may be a part): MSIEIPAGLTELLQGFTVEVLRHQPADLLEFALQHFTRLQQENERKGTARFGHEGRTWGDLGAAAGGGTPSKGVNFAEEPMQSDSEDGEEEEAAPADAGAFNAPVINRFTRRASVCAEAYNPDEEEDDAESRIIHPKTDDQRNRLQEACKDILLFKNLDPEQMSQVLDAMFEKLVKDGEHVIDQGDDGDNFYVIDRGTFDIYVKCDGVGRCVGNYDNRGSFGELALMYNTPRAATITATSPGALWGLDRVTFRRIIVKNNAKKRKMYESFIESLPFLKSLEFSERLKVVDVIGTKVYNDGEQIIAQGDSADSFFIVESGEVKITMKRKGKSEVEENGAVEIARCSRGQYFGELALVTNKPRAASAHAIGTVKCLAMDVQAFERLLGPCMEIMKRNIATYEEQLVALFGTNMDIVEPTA
# OPRM1-OPRD1 ag – OPRM1-OPRD1 heterodimerization agonism | 340,000 tested, 0.3% active | AID 504326 | cells, luminescence | activation, % at 9.3 µM | P35372+P41143; in the data active = activation above about 18%;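 also: 0% = vehicle-treated cells and 100% = reference agonist; values of inactives mirror those of a sister screen read the other way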
# HTR5A ag ctr – counter-screen for OPRM1-OPRD1 agonists: human HTR5A agonism; HTR5A agonist assay, luminescence, cell-based; activation, % at 9.3 µM; AID 504692; P47898; 340,000 tested, 0.61% active; in the data active = activation mostly above about 9.5%, no sharp cut-off; inactive = mostly below about 7.6%;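 also: 0% = cells with vehicle only and 100% = reference agonist; strong numbers were not always called active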
# Target sequence (P47898 whole entry, looked up): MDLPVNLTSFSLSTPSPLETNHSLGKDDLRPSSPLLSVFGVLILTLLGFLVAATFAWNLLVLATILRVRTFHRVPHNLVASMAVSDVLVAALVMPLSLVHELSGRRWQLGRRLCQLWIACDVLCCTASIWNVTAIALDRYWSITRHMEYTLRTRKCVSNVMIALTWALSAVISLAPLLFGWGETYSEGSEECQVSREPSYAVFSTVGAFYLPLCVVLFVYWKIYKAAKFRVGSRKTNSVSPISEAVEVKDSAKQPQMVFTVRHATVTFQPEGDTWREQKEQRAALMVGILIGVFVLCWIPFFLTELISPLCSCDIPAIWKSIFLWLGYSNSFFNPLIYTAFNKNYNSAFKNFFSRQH
# DAGLB inhibitor – diacylglycerol lipase beta (human) inhibition. Q8NCG7. HEK293T DAGLB membrane lysate, EnzChek fluorogenic substrate. inhibition, % at 5.17 µM. 340,000 tested, 0.059% active. AID 504411; in the data active = inhibition above about 34%;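 also: 0% = enzyme with vehicle and 100% = wells lacking enzyme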
# Arrestin-AP2 inh – blocks beta-arrestin peptide binding to AP2 adaptin. FITC-arrestin peptide / GST-AP2 beads, flow cytometry; AP2 beta2 appendage carries R879A mutation. inhibition, % at 10 µM. 340,000 tested, 0.31% active. AID 504490;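 active = inhibition above a set limit, near 3 SD of compounds lacking own fluorescence, cut at about 54% in these data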;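 also: plate controls were DMSO wells for no effect and 5 µM unlabelled arrestin peptide for full effect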
#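 System: GST-AP2 R879A glutathione beads. Medium: PBS with 0.05% Tween 20 and 0.1% BSA. Also added: FITC-arrestin peptide, 50 nM. Incubation: 12 min plus 1 h, RT. Measured by: high-throughput flow cytometry of beads, ex 488, em 535 nm. Evaluation: percent drop in bead-associated FITC signal.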
# DSG3 Ab inh – blocks pemphigus antibody binding to human desmoglein-3. DSG3-coupled beads, scFv-anti-DSG3-GFP binding, flow cytometry; stronger effect = lower value. 310,000 tested, 0.48% active. binding (percent of control), % at 10 µM. AID 588358;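 active = binding more than 3 SD below its plate's average and above zero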;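 also: hits lower antibody fragment binding to DSG3; some compounds called inactive have numbers as strong as hits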
# PKA-R1A activ – activates the PKA-R1A holoenzyme complex | P00514+P68181 | PKA-R1A dissociation, Cy5-IP20 fluorescence polarization; scaled: DMSO 0%, 113 µM cGMP 100% | activation, % at 11.4 µM | 340,000 tested, 0.083% active | AID 504707;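 active = percent activation above the mean of all tested compounds plus 3 SD, cut at about 19% in these data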;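 also: higher means more PKAc released from R1A so a rise in polarization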
# HTR5A inv ctr – HTR5A inverse agonism, opioid heterodimer counter-screen | P47898 | HTR5A cell line, luminescence | inhibition, % at 9.3 µM | 340,000 tested, 0.083% active; in the data active = inhibition mostly above about 23%, no sharp cut-off; inactive = mostly below about 18%;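 also: 0% = cells with DMSO and 100% = no-cell wells with DMSO; some compounds called inactive have numbers as strong as hits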
# OPRM1-OPRD1 inv – inverse agonists of human mu-delta opioid receptor heterodimerization. AID 504357. inhibition, % at 9.3 µM. cell-based MOR-DOR heterodimer luminescence, inverse agonism. 340,000 tested, 0.21% active; in the data active = inhibition above about 22%, passing the limit was not always enough;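 also: 0% = cells with DMSO and 100% = wells without cells with DMSO; values of inactives mirror those of a sister screen read the other way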
# V-ATPase pHluor – yeast V-ATPase proton transport regulation by pHLuorin; 350,000 tested, 0.37% active; AID 504577; response, % at 10 µM; S. cerevisiae, pHLuorin cytosolic pH fluorescence; in the data active = response mostly above about 7.3%, no sharp cut-off; inactive = mostly below about 5.4%; also: actives read high; inactives centre near 0; some compounds called inactive have numbers as strong as hits; reference of the scale not given here
# * marks the source's active call; other numbers are inactive results; x = not tested or not shown. Hits appear at their usual frequency. About 2.4% of those tested had a hit in this group.
SMILES	Arrestin-AP2 inh	V-ATPase pHluor	OPRM1-OPRD1 inv	DAGLB inhibitor	PKA-R2B activ	PKA-R1A activ	HTR5A inv ctr	HTR5A ag ctr	OPRM1-OPRD1 ag	DSG3 Ab inh
COc1ccc(N(CC(=O)NCc2ccc3c(c2)OCO3)S(=O)(=O)c2ccc(O)c(C(=O)O)c2)cc1	37	-1	2	2	-5	0	-7	3	-0.4	94
COc1ccc(NC(=O)CN(C)CC(=O)c2c(C)[nH]c3ccccc23)cc1	35	6	3	2	-1	0	-13	5	-0.8	107
COc1ccc(C)cc1N(CC(=O)Nc1ccc2c(c1)OCCO2)S(C)(=O)=O	29	1	12	0	1	1	-7	-4	-2.2	95
CN(C)C(=N)c1n[nH]nc1SCc1ccc(Cl)c(Cl)c1	-7	6	9	-3	-4	12	36	-1	-1.9	112
CC(O)C(O)C(O)C(O)C1NCCS1 (configuration not stated)	3	0	-5	-4	7	1	-1	1	1.0	x
c1ccc(Cn2ncc3ccccc32)cc1	2	4	12	-1	6	-18	-30	4	-2.1	100
CC1=CCC2C(=O)N(c3ccc(S(N)(=O)=O)cc3)C(=O)C2C1 (configuration not stated)	-16	-1	9	-1	3	6	-8	3	-1.8	97
O=S(=O)(Nc1ccncc1)c1ccc(Cl)c(Cl)c1	8	4	8	-2	-8	4	3	-1	-1.8	111
Cc1c(NC(=O)CSc2nc3c(cnn3-c3ccccc3)c(=O)[nH]2)c(=O)n(-c2ccccc2)n1C	x	-1	7	0	0	-1	4	-1	-1.4	97
CCNC1CCC(Nc2ccnc3cc(Cl)ccc23)CC1 (configuration not stated)	22	8	-18	-2	-5	2	-19	5	4.0	95
CCCOc1ccc(N2C(=O)C3C(C(C)C)NC4(C(=O)c5ccccc5C4=O)C3C2=O)cc1 (configuration not stated)	2	0	13	-1	-9	-10	-6	1	-2.5	x
O=C(COc1ccc2ccccc2c1)NNC(=O)c1ccccc1	14	-1	11	0	-2	6	-1	-1	-1.8	94
Cc1ccc2c(c1)-c1nc3ccccc3cc1C2=NC1CCCCC1	x	3	-4	-1	3	3	-28	8	0.7	103
COc1cccc(C2CC(=O)NC3=C2C(=O)CCC3)c1 (configuration not stated)	3	0	10	0	10	4	15	6	-2.2	118
COC(=O)[C@H](CCSC)NC(=O)Nc1ccc(OC)c(Cl)c1	10	-3	18	3	0	-10	-3	1	-3.8	97
O=C(Nc1nc2ccc(SC(F)F)cc2s1)c1ccc(NS(=O)(=O)c2ccc(F)c(F)c2)cc1	2	-4	-41	4	-12	-7	-20	8	6.8	107
COc1cc(NC(=O)CN2CC(c3ccccc3)CC2=O)cc(OC)c1 (configuration not stated)	-2	1	0	-7	6	3	-22	8	-0.1	103
Cc1ccc2nc(-c3ccncc3)cc(-c3ccccc3)c2c1	20	-6	1	-5	-2	5	-17	5	-0.1	97
Cn1c(=O)oc2cc(S(=O)(=O)NCCN3CCc4ccccc4C3)ccc21	8	0	-10	-1	-8	-6	7	-2	1.9	109
Cc1sc2ccccc2c1CNC[C@H]1O[C@@H](n2cnc3c(N)ncnc32)[C@H](O)[C@@H]1O	-3	1	13	-2	-13	-11	-18	5	-2.8	96
CC1CCCN(S(=O)(=O)c2ccc(S(=O)(=O)N3CCCC3)cc2)C1 (configuration not stated)	-6	0	17	-2	5	-9	-6	4	-3.3	101
O=C(COc1ccccc1Cl)NCCNC(=O)c1ccccn1	19	-1	1	1	-3	0	4	1	-0.1	99
CCc1ccccc1NC(=O)CCS(=O)(=O)c1ccc(C)cc1	4	2	-4	0	-1	12	-12	3	0.8	99
CC(C)N(C(=O)[C@H]1C[C@H](CC(=O)NCc2cccc(C(F)(F)F)c2)C(=O)N2CCc3c([nH]c4ccc(Cl)cc34)[C@]12C)C(C)C	-15	-2	17	-2	-3	-7	7	-2	-3.3	101
Cc1cccc(C)c1NC(=O)C1CCCN1S(=O)(=O)c1ccc2c(c1)n(C)c(=O)c(=O)n2C (configuration not stated)	-2	-2	3	0	2	2	-7	3	-0.6	105
CCOCc1nnc(NC(=O)c2c(OC)cccc2OC)s1	3	1	13	2	-11	-13	5	4	-2.5	108
CC(C)(C)C1CCC(=NNC(=O)CN(c2ccccc2)S(C)(=O)=O)CC1 (configuration not stated)	-3	-1	2	-2	-8	7	-12	-2	-0.4	107
O=C(Nc1cccc(F)c1)c1cccnc1	-8	-3	16	1	-6	-7	-13	4	-3.5	100
CC(C(=O)NCCC1=CCCCC1)N1C(=O)c2ccccc2C1=O (configuration not stated)	-11	1	1	0	-5	-14	-29	0	-0.2	84
O=C(COC(=O)CCCOc1ccccc1)NC1CCS(=O)(=O)C1 (configuration not stated)	7	1	0	0	-17	3	-7	3	0.1	110
CNC(=O)c1ccccc1-c1ccccc1	4	3	10	-1	-3	3	-27	-2	-1.8	x
COCC(=O)N(C)[C@H]1C[C@H]2c3cc(Oc4ccccc4C)ccc3CCN2C(=O)[C@H]1[C@H](C)O	-20	-1	x	-6	-7	-4	x	x	x	102
COc1cccc(-c2nc(-c3ccccc3)nc(N3CCN(C)CC3)c2C#N)c1	7	-4	0	-6	-6	-5	12	4	0.1	105
COc1ccc(S(=O)(=O)N(C(=O)C(C)C)c2ccc3oc(=O)sc3c2)cc1	9	0	-26	7	18	-1	6	5	5.1	104
COc1ccccc1C(CNC(=O)c1cccc(S(=O)(=O)N2c3ccccc3CC2C)c1)N(C)C (configuration not stated)	-6	4	-14	-1	-3	-6	9	2	3.6	113
O=C(COC(=O)c1cccs1)Nc1cc(S(=O)(=O)N2CCOCC2)ccc1Cl	-12	1	5	-2	3	-5	-4	1	-1.0	123
CC(OC(=O)c1ccc(C(C)(C)C)cc1)C(=O)NC1CCCCC1C (configuration not stated)	3	2	-17	-12	-1	2	-8	2	3.0	111
COc1cc(C(=S)N2CCOCC2)cc(OC)c1OC(=O)c1ccc(F)cc1	26	9	-4	-5	-7	-3	-15	2	0.7	114
COc1ccc(OCC(=O)NNC(=S)NC(=O)c2ccc([N+](=O)[O-])cc2)cc1	6	1	2	2	-2	0	-13	5	-0.4	109
COc1ccccc1CC1(C)NC(=O)N(CC(=O)Nc2cc(C)on2)C1=O (configuration not stated)	3	-2	7	0	-16	-9	-16	6	-1.1	x
O=C1CCCc2oc3c(cc(NS(=O)(=O)c4ccc5c6c(cccc46)C(=O)N5)c4ccccc43)c21	18	2	-15	4	-5	-13	-13	4	2.8	97
O=S(=O)(c1ccc(Br)cc1F)N1CCCCC1CCO (configuration not stated)	3	-2	10	-3	-4	3	0	0	-2.2	99
OCC1(CCc2ccccc2)CCN(C/C=C/c2ccccc2)CC1	-12	3	-2	-3	-6	0	-10	3	0.4	103
CCn1cc(/C=C(\NC(=O)c2ccccc2)C(=O)NCCCN2CCOCC2)c2ccccc21	-1	3	19	3	3	-7	4	-1	-3.6	x
CC1CC(C)CN(C(=O)c2cccc(NC(=O)CC3SC(N4CCCCC4)=NC3=O)c2)C1 (configuration not stated)	37	-1	10	-3	-2	-2	-4	1	-1.8	96
CCN(CC)CCN(C(=O)c1ccc(N2C(=O)CCC2=O)cc1)c1nc2cc3c(cc2s1)OCCO3	12	3	0	-1	3	-5	-6	2	0.1	98
COc1ccccc1C(=O)COC(=O)C1(C)CC1(Cl)Cl (configuration not stated)	-3	1	-7	-6	-12	-5	-4	1	1.4	120
O=S(=O)(NC1CCCCC1N1CCCCC1)c1ccc(Cl)cc1 (configuration not stated)	-5	0	7	0	-4	0	-6	2	-1.4	108
N/C(=N\OS(=O)(=O)c1ccc2ccccc2c1)c1ccncc1	2	1	-30	-2	-1	-1	-21	0	7.1	107
CCCN1CCC(NC(=O)Cc2ccccc2C)CC1	8	0	11	0	-2	-12	1	0	-2.3	124
CCOc1cc(/C=C2\N=C3CCCCCN3C2=O)ccc1O	10	4	11	0	4	-8	-7	3	-2.4	96
Cc1cc(C)nc(NNS(=O)(=O)c2c(C)cc(C(C)(C)C)cc2C)n1	-4	0	25	-2	-10	-1	12	-5	-4.8	100
Cc1[nH]c2ccc(C(=O)N3CCN(c4ccccn4)CC3)cc2c1C	-5	0	20	3	-11	-17	-5	1	-4.4	110
NS(=O)(=O)c1c(Sc2ccccc2C(=O)O)ccc2ccccc12	39	1	1	2	3	1	8	-2	-0.2	110
CSc1ccccc1NC(=O)COC(=O)c1c[nH]c(=O)[nH]c1=O	11	-5	5	-2	-5	-3	7	1	-1.0	104
CCN(CC)c1nc2ccccc2n(Cc2cccc(OC)c2)c1=O	4	-1	-4	-17	-16	-8	-14	2	0.6	95
Oc1cccc(NC(=S)Nc2ccccc2)c1	-16	-2	11	-4	1	-5	-22	6	-2.4	103
COc1ccc(N(C)S(=O)(=O)c2ccc3c(c2)CCC(=O)N3)cc1	0	-7	1	-1	-4	6	-8	-3	-0.2	99
CCOC(=O)CN1C(=O)C(Sc2n[nH]c(-c3ccc(O)cc3)n2)CCc2ccccc21 (configuration not stated)	-5	2	5	1	-4	-7	6	-3	-1.1	109
COc1ccc(-c2nc(C#N)c(NCc3cccnc3)o2)cc1OC	12	1	15	-1	-4	-5	-3	3	-2.9	100

# 2 successive compounds already listed:
SMILES	Arrestin-AP2 inh	V-ATPase pHluor	OPRM1-OPRD1 inv	DAGLB inhibitor	PKA-R2B activ	PKA-R1A activ	HTR5A inv ctr	HTR5A ag ctr	OPRM1-OPRD1 ag	DSG3 Ab inh
CCn1cc(/C=C(\NC(=O)c2ccccc2)C(=O)NCCCN2CCOCC2)c2ccccc21	-1	3	19	3	3	-7	4	-1	-3.6	x
CC1CC(C)CN(C(=O)c2cccc(NC(=O)CC3SC(N4CCCCC4)=NC3=O)c2)C1 (configuration not stated)	37	-1	10	-3	-2	-2	-4	1	-1.8	96

# New compounds follow.
SMILES	Arrestin-AP2 inh	V-ATPase pHluor	OPRM1-OPRD1 inv	DAGLB inhibitor	PKA-R2B activ	PKA-R1A activ	HTR5A inv ctr	HTR5A ag ctr	OPRM1-OPRD1 ag	DSG3 Ab inh
O=C(Nc1nc(-c2ccc(Cl)s2)cs1)c1ccncc1	10	4	-6	-5	6	0	-16	-1	1.3	117
O=C(OCC(=O)N1CCOCC1)c1ccc(Br)cc1	5	-9	-11	-5	0	-1	-21	7	2.1	108
CC(=O)Nc1cc2c(cc1Br)-c1ccccc1C2	2	-1	10	-4	1	-11	5	-2	-1.9	95
Cc1ccc(CN(Cc2cccnc2)C(=S)Nc2cc(Cl)ccc2C)cc1	11	2	7	-11	-6	3	-9	3	-1.4	116
CC(=O)Nc1ccc(OCC(=O)NCCc2ccccc2)cc1	5	-2	11	0	1	8	9	-3	-2.2	101
